MEKK3 PB1 HTS: MEKK3-MEK5 PB1 interaction, increase or decrease. Q99759. bead-based flow cytometry, Alexa488-MEK5 binding to MEKK3; actives lie on both sides; 0 = blocked by unlabeled MEK5, 100 = vehicle. binding response (% of control), % at 10 µM. 290,000 tested, 1.4% active;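 active = binding response more than 3 SD above or below the average of its plate-row segment, actives on both sides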;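 note: Alexa488 bead fluorescence after subtracting the streptavidin-only scavenger bead signal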
Target sequence (Q99759 whole entry, looked up): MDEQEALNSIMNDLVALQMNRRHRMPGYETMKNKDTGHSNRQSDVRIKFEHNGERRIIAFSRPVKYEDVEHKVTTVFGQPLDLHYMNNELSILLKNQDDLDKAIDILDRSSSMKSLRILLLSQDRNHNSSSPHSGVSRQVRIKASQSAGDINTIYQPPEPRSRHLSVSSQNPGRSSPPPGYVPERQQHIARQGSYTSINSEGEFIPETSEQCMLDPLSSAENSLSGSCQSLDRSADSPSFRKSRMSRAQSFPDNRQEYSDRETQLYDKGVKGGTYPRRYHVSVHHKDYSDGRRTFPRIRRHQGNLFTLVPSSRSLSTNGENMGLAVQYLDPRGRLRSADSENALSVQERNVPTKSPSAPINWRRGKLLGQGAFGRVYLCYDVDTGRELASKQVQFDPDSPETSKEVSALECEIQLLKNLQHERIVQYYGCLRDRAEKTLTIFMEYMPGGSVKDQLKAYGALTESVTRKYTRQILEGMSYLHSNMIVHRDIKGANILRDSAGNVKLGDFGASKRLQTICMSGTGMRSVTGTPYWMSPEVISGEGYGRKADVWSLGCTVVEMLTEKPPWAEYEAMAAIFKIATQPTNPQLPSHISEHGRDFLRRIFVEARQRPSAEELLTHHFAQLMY
GPR7 antag: human neuropeptides B/W receptor 1 antagonism. 290,000 tested, 1.1% active. AID 1861. inhibition, % at 4.4 µM. P48145. GPR7-expressing cells, fluorescence antagonist assay; in the data active = inhibition above about 16%, passing the limit was not always enough;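 note: cells stimulated with the agonist NPW; 0% = agonist with vehicle and 100% = vehicle without agonist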
PfM18AAP inh: blocks P. falciparum M18 aspartyl aminopeptidase | recombinant PfM18AAP, H-Glu-NHMec fluorogenic cleavage | inhibition, % at 7.35 µM | 290,000 tested, 1.2% active;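 active = inhibition above the campaign mean inhibition over all tested compounds plus 3 SD, cut at about 28% in these data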;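 note: 0% = plate median of test compound wells and 100% = 2 mM ZnCl2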
NALP1 yeast inh: blocks the NALP1 inflammasome reconstituted in yeast. 280,000 tested, 0.61% active. AID 2071. S. cerevisiae NALP1/ASC/caspase-1 growth, X-gal OD620, 72 h. inhibition, % at 10 µM; in the data active = inhibition mostly above about 24%, no sharp cut-off; inactive = mostly below about 32%; note: some compounds called inactive have numbers as strong as hits
OXTR ag: agonists of human oxytocin receptor; CHO-OTR cells, Fluo-8 calcium fluorescence; normalized: DMSO 0%, oxytocin 100%; activation, % at 3 µM; 320,000 tested, 0.32% active;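 active = activation above the mean of all tested compounds plus 3 SD, cutoff set per screening run, cut at about 20% in these data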;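 note: peak over basal fluorescence ratio from a 100 s FLIPR kinetic read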
MEKK2mut PB1 HTS: signal of MEK5 binding to mutant human MEKK2 PB1 domain; bead flow cytometry, Alexa488-MEK5 binding to MEKK2 mutant; percent response, % at 10 µM; 290,000 tested, 0.35% active; AID 1530; in the data active = percent response above about 24%, passing the limit was not always enough; note: inactives centre near 1; some results filed as inactive read as strong as hits; reference of the scale not given here
MEKK2wt PB1 HTS: raises or lowers MEK5 binding to wildtype human MEKK2 PB1 domain | Q9Y2U5 | bead flow cytometry, Alexa488-MEK5 binding to MEKK2 WT; actives lie on both sides | binding response (% of control), % at 10 µM | 290,000 tested, 1.1% active | AID 1531; in the data active = binding response below about 67% or above about 130%
PHOSPHO1 block: inhibitors of human PHOSPHO1 phosphatase; AID 1565; inhibition, % at 13.3 µM; Q8TCT1; 290,000 tested, 1.1% active; recombinant PHOSPHO1, absorbance phosphatase assay; in the data active = inhibition above about 60%
Target sequence (Q8TCT1 whole entry, looked up): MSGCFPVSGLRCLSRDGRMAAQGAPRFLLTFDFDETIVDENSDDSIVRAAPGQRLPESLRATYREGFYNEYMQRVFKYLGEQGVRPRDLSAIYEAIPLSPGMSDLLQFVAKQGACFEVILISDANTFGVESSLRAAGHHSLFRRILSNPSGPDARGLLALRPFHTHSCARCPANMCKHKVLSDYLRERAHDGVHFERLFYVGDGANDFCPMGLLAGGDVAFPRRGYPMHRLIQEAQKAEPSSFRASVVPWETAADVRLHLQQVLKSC
FID counter: counter-screen for HCV NS3 helicase inhibitors: DNA intercalator displacement. inhibition, % at 7.9 µM. DNA fluorescent intercalator displacement, fluorescence. 290,000 tested, 0.17% active; in the data active = inhibition above about 37%;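 note: 0% = vehicle and 100% = reference compound; higher means more ethidium bromide displaced from hairpin DNA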
The depositor's hits bear a star; . = no result given; & = joins results of further samples.

Molecule	MEKK3 PB1 HTS	GPR7 antag	PfM18AAP inh	NALP1 yeast inh	OXTR ag	MEKK2mut PB1 HTS	MEKK2wt PB1 HTS	PHOSPHO1 block	FID counter
CCNc1nc(CN2CCOCC2)nc2sc3c(c12)CCC3	102	2	-6	18	-2.5	5	102	16	-6
CC(C)C(=O)Nc1cccc(NC(=O)c2ccc(Cl)cc2Cl)c1	119	-4	-2	23	-1.4	-1	103	-8	-2
CC(C)C(=O)Nc1cc2c3c(c1)CCN3C(=O)CC2	104	-3	-13	33	-0.2	1	101	29	-2
O=C(c1ccc(F)cc1Cl)N1CCN(S(=O)(=O)c2cccs2)CC1	100	-7	-5	2	0.7	1	97	28	-15
CCCCC(Sc1nc(N)c(NC(=O)c2ccco2)c(=O)[nH]1)C(=O)O (configuration not stated)	106	-3	11	12	1.0	7	111	-9	-5
O=C(Nc1ccc2ccccc2c1)c1ccccc1F	107	7	4	14	-0.8	1	109	.	-5
O=CC1=C(N2CCOCC2)/C(=C\c2ccccc2)CC1	99	-7	7	9	0.5	-3	99	-13	-8
CCN(c1cccc(C)c1)S(=O)(=O)c1ccc(-c2ccc(=O)[nH]n2)o1	101	4	5	11	-1.2	-7	95	-1	-9
Cc1ccc(C(=O)O)cc1-n1c(C)cc(C=O)c1C	101	-23	5	5	-0.1	-13	89	37	1
CC(=O)N1N=C(c2cccc(NS(C)(=O)=O)c2)CC1c1ccc2c(c1)OCO2 (configuration not stated)	99	0	5	14	0.1	3	106	14	-20
COc1cccc(-c2cc(C(F)(F)F)n3nc(C(=O)N4CCCCC4c4cccnc4)cc3n2)c1 (configuration not stated)	100	-14	7	-4	-1.9	-14	92	-28	-6
COC(=O)c1sccc1NC(=O)c1ccccc1F	101	-10	-1	1	-1.2	4	99	27	-8
CCOC(=O)c1c(NC(=O)/C=C/c2ccco2)sc(C)c1C	95	-9	-7	-10	-0.3	-5	90	21	-3
CCc1cc2c(=O)[nH]c(N3CCCC3)nc2s1	97	-12	-3	29	-1.0	-1	98	-8	-7
Cc1cc(C)n(CC(O)CN2c3ccccc3Sc3ccccc32)n1 (configuration not stated)	99	-2	2	-9	-0.7	-1	101	18	-29
COc1ccc(C)cc1S(=O)(=O)NC1CCCCCC1	103	-5	-7	11	-0.7	2	101	9	-41
CCOC(=O)C1CCN(S(=O)(=O)c2ccc(Cl)cc2OC)CC1	99	7	-11	11	-0.4	4	102	-2	-24
O=c1ccc(-c2ccccc2)no1	94	-17	3	8	-0.5	-7	95	-8	1
CC(=O)N1CCOc2ccc(S(=O)(=O)N3CCC(C(=O)Nc4cc(C)cc(C)c4)CC3)cc21	101	-10	1	17	-1.6	0	98	28	-39
O=C(Nc1cccc(NC(=O)c2ccco2)c1)c1ccc([N+](=O)[O-])cc1	104	-15	-2	10	0.4	7	102	-18	3

Fetched one by one from the entries so far (3):
Molecule	MEKK3 PB1 HTS	GPR7 antag	PfM18AAP inh	NALP1 yeast inh	OXTR ag	MEKK2mut PB1 HTS	MEKK2wt PB1 HTS	PHOSPHO1 block	FID counter
COc1cccc(-c2cc(C(F)(F)F)n3nc(C(=O)N4CCCCC4c4cccnc4)cc3n2)c1 (configuration not stated)	100	-14	7	-4	-1.9	-14	92	-28	-6
COC(=O)c1sccc1NC(=O)c1ccccc1F	101	-10	-1	1	-1.2	4	99	27	-8
CCOC(=O)c1c(NC(=O)/C=C/c2ccco2)sc(C)c1C	95	-9	-7	-10	-0.3	-5	90	21	-3

New compounds follow.
Molecule	MEKK3 PB1 HTS	GPR7 antag	PfM18AAP inh	NALP1 yeast inh	OXTR ag	MEKK2mut PB1 HTS	MEKK2wt PB1 HTS	PHOSPHO1 block	FID counter
O=C(Cn1c(=O)[nH]c2ccsc2c1=O)NC1CCCCCC1	97	-1	0	0	-0.2	-4	89	11	5
Cc1c(Cl)cccc1NC(=S)NCCC(C)C	112	-14	3	22	0.2	8	116	-3	-3
O=C(CNS(=O)(=O)c1ccc(Br)s1)N1CCN(C(=O)c2ccco2)CC1	108	-10	5	-14	0.0	2	108	-21	-5
O=C1C2C3C=CC(C3)C2C(=O)N1c1cccc(N2C(=O)C3C4C=CC(C4)C3C2=O)n1 (configuration not stated)	98	-7	6	-11	0.0	6	105	20	-7
NNC(=O)c1nc(Cl)c(Cl)c(N)c1Cl	101	-9	0	.	0.7	-3	97	33	-9
CCCN1CCN(C(=S)NCc2ccc(Cl)cc2)CC1	95	4	-2	6	4.0	-4	95	48	12
CS(=O)(=O)N1N=C(c2ccc(Br)cc2)CC1c1ccc2c(c1)OCO2 (configuration not stated)	94	-14	-6	-37	3.4	83*	14*	9	-3
O=C(CN(C(=O)CCC(=O)Nc1nccs1)c1cccc(F)c1)NCCc1ccccc1	107	3	6	2	1.1	1	106	30	-39
COCCN(CCOC)Cc1c(O)ccc2c1O/C(=C\c1ccc(C)o1)C2=O	95	-6	12	7	1.5	-2	99	27	-25
COc1ccc(NC2=CC(c3ccc(OC)c(OC)c3)N(c3ccc(OC)cc3)C2=O)cc1 (configuration not stated)	104	-6	-12	11	-0.8	-3	93	-10	-28
O=C(O)Cc1ccc(-c2ccccc2-c2ccccc2)cc1	104	-13	-9	-27	1.3	-4	102	-4	-36
O=C1CCc2cc(S(=O)(=O)N3CCCC3C(=O)N3CCN(c4ccccc4F)CC3)ccc2N1 (configuration not stated)	91	1	-9	1	0.4	-6	94	-2	-2
CCc1nnc(NC(=O)CCN2C(=O)/C(=C/c3cc(OC)c(OC)c(OC)c3)SC2=S)s1	103	-5	12	-1	0.7	10	102	35	-7
CCc1nnc(NC(=O)C(C)N2C(=O)C3C4C=CC(C4)C3C2=O)s1 (configuration not stated)	114	-2	-11	2	0.1	5	111	9	-2
O=C1CN(C(=O)COc2c(F)c(F)cc(F)c2F)c2ccccc2N1	94	-14	8	13	0.1	2	100	46	-9
CC(C)(C)c1ccc(-c2csc(NNC3=NCCCCC3)n2)cc1	102	-11	14	0	-1.1	15	126	45	-7
COc1ccc2oc(/C=C/N(C)C)c(C(=O)c3ccc(Cl)cc3)c2c1	102	-3	8	15	0.7	-1	96	21	-10
O=C(Nc1nnc(C2CC2)s1)c1ccccn1	99	2	-4	19	-0.7	4	104	16	-2
CCOC(=O)N1CCN(Cc2c(O)ccc3ccccc23)CC1	95	-3	-10	14	2.0	8	97	-76	-13
Cc1noc(C)c1CSc1nc2ccccc2[nH]1	104	-1	3	-6	-0.7	6	105	-8	3
CC(C)Cc1nc2oc3c(=O)[nH]cnc3c2c2c1CCCC2	106	13	-11	33	-0.2	-4	96	-22	-1
CCCSc1nc2sc3c(c2c(=O)[nH]1)CC(C)(CC)OC3 (configuration not stated)	105	-5	3	14	-1.7	2	104	16	-18
Cc1nc(NCc2ccccn2)c2c3c(sc2n1)CCCC3	105	32*	-8	-1	-1.3	-9	95	-3	-22
O=C(N1CCN(CCO)CC1)N1c2ccccc2C=Cc2ccccc21	99	-11	1	8	-0.5	6	101	10	10
COC(=O)c1cccc(NC(=O)Nc2ccc(Cl)cc2)c1	105	-8	-2	2	14	5	106	2	6
O=C(C[n+]1ccccc1)N/N=C/c1cccs1	101	6	4	-10	0.5	-6	95	-51	1
COc1cccc(C(=O)Nn2c(-c3cccs3)nc3ccccc3c2=O)c1OC	101	-2	2	28	-1.2	-1	101	-24	-11
Cc1cc(C)nc(S/C=C/C(=O)c2ccccc2)n1	104	3	12	8	-3.0	4	108	7	-16
Cn1cnc([N+](=O)[O-])c1Oc1cccc(O)c1	101	0	13	18	-0.1	-1	107	3	-1
COc1ccc(Nc2nc(Nc3ccc(OC)cc3OC)nc(N3CCN(C)CC3)n2)c(OC)c1	91	-1	-2	45	4.4	0	104	-5	9
COc1cccc(N2C(=O)CC(N3CCN(CCN=CC4=C(O)CC(C)(C)CC4=O)CC3)C2=O)c1 (configuration not stated)	102	-6	-5	-1	-0.3	-4	97	24	-16
Cc1cc(N/N=C/c2cccc(Cl)c2)nc(-n2nc(C)cc2C)n1	108	-15	-1	-14	-1.4	9	105	12	-7
CN(C(=O)CSc1nnc(NC2CCCCC2)s1)C1CCS(=O)(=O)C1 (configuration not stated)	103	3	-12	1	-0.5	6	104	-12	-7
COCC1CCN(C(=O)C2CCC(=O)N(C3CCCC3)C2)CC1 (configuration not stated)	104	-5	2	8	-1.1	5	104	16	-10
CCOc1ccc(C(=O)N2CCN(C(=O)c3ccco3)CC2)cc1OCC	100	-15	5	13	-0.4	0	100	-24	-15
Cc1cc(C)nc(NS(=O)(=O)c2ccc(N)cc2)n1	102&105	-9	3	18	0.0&0.1	-26&-1	84&100	4	0
COc1cccc(/C=N/NC(=O)CCCc2ccc(OC)c(C)c2)c1	156*	0	2	18	-0.4	1	110	3	-18
COc1ccc(N(CC(=O)NCCC2=CCCCC2)S(=O)(=O)c2c(C)[nH]c(=O)[nH]c2=O)cc1	106	-4	-8	.	0.0	7	106	17	-50
Cc1cc(=O)oc2c3c(ccc12)OC/C3=N/N	94	0	-3	.	2.1	-1	96	27	-2
Cc1ccc(-n2nnnc2SCC(=O)NNC(=O)c2ccco2)c(C)c1	93	3	-5	7	-0.1	-3	92	24	-4
COc1ccc(CCNC(=O)C(NC(=O)OCc2ccccc2)C(C)C)cc1OC (configuration not stated)	105	-7	-8	27	-1.6	3	102	-1	-25
CCn1c(C)nc2cc(C(=O)N/N=C/c3ccc(O)cc3)ccc21	102	2	5	28	1.8	1	100	-4	-6
CCOc1cc(-n2nc(C)c(C#N)c2N)nc(SC)n1	101	-10	-13	4	.	-2	91	-51	-3
O=C(NCc1ccc2c(c1)OCO2)c1ccc(Br)cc1	99	2	-2	0	-0.6	4	108	-47	-5

Arranged by SMILES length (smallest number first): some entries from above
Molecule	MEKK3 PB1 HTS	GPR7 antag	PfM18AAP inh	NALP1 yeast inh	OXTR ag	MEKK2mut PB1 HTS	MEKK2wt PB1 HTS	PHOSPHO1 block	FID counter
COc1ccc(C)cc1S(=O)(=O)NC1CCCCCC1	103	-5	-7	11	-0.7	2	101	9	-41
Cc1cc(C)n(CC(O)CN2c3ccccc3Sc3ccccc32)n1 (configuration not stated)	99	-2	2	-9	-0.7	-1	101	18	-29
O=C(CNS(=O)(=O)c1ccc(Br)s1)N1CCN(C(=O)c2ccco2)CC1	108	-10	5	-14	0.0	2	108	-21	-5
